High-throughput results as filed in PubChem.
TROY signal inh – blocks TROY-dependent signaling in reporter cells; inhibition, % at 10 µM; hit rate 0.98% among 360,000; Q293 LMP1-TROYcd NF-kB luciferase reporter, 4 h;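 active means compounds whose plate-normalised and pattern-corrected inhibition of the luciferase reporter signal at the single screening dose is 50% or more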
NCOA1 inh – inhibitors of human steroid receptor coactivator 1 (SRC1); Q15788; HEK293 GAL4-SRC1 luciferase reporter, luminescence; inhibition, % at 3.6 µM; hit rate 0.12% among 360,000; AID 588354;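 active means inhibition above the campaign mean plus 3 SD, with each screening campaign given its own cutoff, cut at about 60% in these data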;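 further: 0% = DMSO treated cells and 100% = gossypol at 36 µM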
TLR9-MyD88 block – inhibitors of human TLR9-MyD88 binding; Q9NR96+Q99836; CHO BLA complementation TLR9-MyD88, CCF4 FRET ratio; inhibition, % at 4.98 µM; hit rate 0.21% among 340,000;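 active means inhibition above the mean over all tested compounds plus 3 SD, cut at about 21% in these data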;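 further: 0% = DMSO only wells and 100% = clavulanate BLA inhibitor control wells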
Vif imaging – inhibitors of HIV Vif | hit rate 0.35% among 340,000 | inhibition, % at 7.49 µM | HEK293T cells, Vif self-association by quenched fluorescence, imaging, 24 h; in the data active means inhibition above about 50%, passing the limit was not always enough; inconclusive means no clear call, values can overlap the other calls; inactive means below about 31%; further: some results filed as inactive read as strong as hits
SRC3 inh – inhibits human SRC3 coactivator. Q9Y6Q9. HEK293 GAL4-SRC3 luciferase reporter, luminescence. inhibition, % at 3.6 µM. hit rate 0.17% among 360,000;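 active means inhibition above a per-campaign cutoff, the mean of all compounds plus 3 SD, cut at about 60% in these data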;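 further: 0% = DMSO-treated cells and 100% = gossypol-treated cells at 36 µM; higher means less SRC3-driven luciferase light from the GAL4 reporter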
EBV LMP1 NFkB – reduces LMP1-driven NF-kappaB luciferase signal; LMP1-induced NF-kappaB luciferase reporter cells, luminescence; inhibition, % at 12.5 µM; hit rate 0.69% among 350,000; in the data active means inhibition above about 41%; inconclusive means no clear call, values can overlap the other calls;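 further: 0% = neutral control wells and 100% = reference inhibitor control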
C8 TRAIL sens – sensitizes caspase-8 expressing cells to TRAIL; hit rate 1% among 360,000; inhibition (viability loss, TRAIL sensitization), % at 10 µM; NB7+C8 cells + TRAIL, ATPlite viability luminescence;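 active means compounds causing at least 50% loss of cell viability in the single-dose screen, relative to plate controls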
COUP-TFII inh – inhibitors of human COUP-TFII (NR2F2) | P24468 | hit rate 0.7% among 370,000 | HEK293T NGFI-A luciferase reporter, luminescence | inhibition, % at 8.6 µM | AID 686940;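 active means inhibition above a per-plate cutoff, mean inhibition of test wells between control levels plus 3 SD, cut at about 38% in these data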;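 further: cells cotransfected with COUP-TFII expression vector driving the NGFI-A reporter; 0% = median of COUP-TF2 test wells and 100% = reporter-only cells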
Target sequence (P24468 whole entry, looked up): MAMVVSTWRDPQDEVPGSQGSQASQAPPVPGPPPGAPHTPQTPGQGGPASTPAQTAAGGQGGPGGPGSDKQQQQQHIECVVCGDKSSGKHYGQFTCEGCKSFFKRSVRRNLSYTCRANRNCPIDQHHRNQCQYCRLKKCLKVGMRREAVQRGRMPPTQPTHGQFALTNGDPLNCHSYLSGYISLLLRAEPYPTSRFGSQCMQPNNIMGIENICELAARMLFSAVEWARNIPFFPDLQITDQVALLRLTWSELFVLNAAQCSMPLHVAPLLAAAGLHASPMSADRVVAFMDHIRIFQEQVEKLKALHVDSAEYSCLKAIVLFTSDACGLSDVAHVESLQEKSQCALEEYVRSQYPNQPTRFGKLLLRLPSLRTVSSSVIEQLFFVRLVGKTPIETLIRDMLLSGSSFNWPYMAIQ
NCOA2 inhibitor – inhibits human steroid receptor coactivator 2. Q15596. HEK293 GAL4-SRC2 luciferase reporter, luminescence. inhibition, % at 9 µM. hit rate 0.17% among 370,000;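 active means inhibition above the mean inhibition of all tested compounds plus 3 SD, set per campaign, cut at about 52% in these data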;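 further: 0% = DMSO treated cells and 100% = cells given Gossypol at 36 µM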
NOD2-RIPK2 inh – blocks binding of human NOD2 to RIPK2; CHO BLA complementation NOD2-RIPK2, CCF4 ratio; hit rate 0.38% among 360,000; O43353; inhibition, % at 4.98 µM; AID 624267; in the data active means inhibition above about 21%;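 further: 0% = vehicle only and 100% = reference blocker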
NR5A2 inv ag – suppresses constitutive activity of human LRH-1; O00482; HEK293T StAR-luciferase reporter, LRH-1 transfected, 24 h; inhibition, % at 3.6 µM; hit rate 0.13% among 360,000; AID 602396;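 active means inhibition above the mean inhibition of all tested compounds plus 3 SD, cut at about 73% in these data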;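 further: 0% = DMSO wells and 100% = reporter-only cells lacking LRH-1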
Target sequence (O00482 whole entry, looked up): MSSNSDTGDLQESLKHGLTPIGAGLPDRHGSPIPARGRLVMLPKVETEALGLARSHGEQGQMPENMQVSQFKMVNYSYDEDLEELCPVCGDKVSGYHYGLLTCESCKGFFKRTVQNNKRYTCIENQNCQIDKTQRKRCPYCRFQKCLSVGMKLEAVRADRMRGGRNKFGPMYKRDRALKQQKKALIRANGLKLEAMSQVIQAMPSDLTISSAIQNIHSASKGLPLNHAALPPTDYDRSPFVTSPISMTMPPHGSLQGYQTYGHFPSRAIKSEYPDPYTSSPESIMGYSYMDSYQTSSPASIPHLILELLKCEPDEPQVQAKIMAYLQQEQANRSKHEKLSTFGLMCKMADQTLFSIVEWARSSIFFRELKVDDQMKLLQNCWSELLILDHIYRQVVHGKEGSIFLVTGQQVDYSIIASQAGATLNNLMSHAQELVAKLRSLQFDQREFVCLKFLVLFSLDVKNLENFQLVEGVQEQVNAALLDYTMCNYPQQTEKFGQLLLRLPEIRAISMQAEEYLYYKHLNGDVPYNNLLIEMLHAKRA
The depositor's hits bear a star; ? = inconclusive; · = no result given.

SMILES	TROY signal inh	NCOA1 inh	TLR9-MyD88 block	Vif imaging	SRC3 inh	EBV LMP1 NFkB	C8 TRAIL sens	COUP-TFII inh	NCOA2 inhibitor	NOD2-RIPK2 inh	NR5A2 inv ag
Cc1cc(C)n(CC(=O)NC2CCCN(Cc3ccc(Cl)cc3)C2)n1 (stereo not drawn)	4.6	-14.1	-12.6	10.6	16.2	1.2	-17.2	-14.4	19.8	8.0	-15.2
Cc1cccc(-c2noc(Cc3ccccc3)n2)c1	-24.3	-71.2	10.3	-2.5	-78.8	-29.5	-6.2	-7.1	-25.6	-10.8	-58.5
Cc1cccc(NC(=O)CCC(=O)N/N=C/c2ccco2)c1C	-28.0	-30.7	-3.3	-1.1	19.7	2.6	-0.8	0.1	-7.0	3.1	14.4
Cc1ccc(S(=O)(=O)N2C3CCCCC3O[C@H]2CC(=O)c2cccs2)cc1 (stereo partly drawn)	·	·	·	·	·	·	3.7	-24.5	13.5	-7.3	-12.8
CC(Nc1nc(-c2ccccc2)nc2ccccc12)c1ccccc1 (stereo not drawn)	4.1	16.8	2.8	6.0	-11.1	-113.2	1.1	-1.5	9.8	-15.4	15.8
Nc1nnc(N2CCCCC2)s1	-5.7	-22.2	3.7	6.7	-10.2	6.7	28.6	3.4	-11.4	-6.4	-15.8
COc1ccc(C(=O)NC2c3ccccc3-c3ccccc32)cc1	7.7	-49.8	2.2	-3.4	2.4	15.5	-1.3	4.8	-21.5	-5.6	10.8
Cc1cc(NC(=O)CSc2nnnn2C)n(-c2ccccc2)n1	-28.9	-12.7	1.1	1.5	-18.5	-1.9	-3.3	5.5	-2.0	-9.3	13.0
Oc1ccccc1-c1cc(-c2ccccc2)n[nH]1	-40.7	-122.1	-3.6	-4.0	-129.5	-42.7	8.7	-61.4	-69.9	2.2	-98.2
CC1(C)NC(=O)N(CC(O)COc2ccccc2-c2ccccc2)C1=O (stereo not drawn)	4.5	13.4	-8.5	7.5	25.8	10.0	-2.5	13.9	-4.7	0.3	5.4
CCOC(=O)C(NC(=O)Nc1ccc(F)cc1)(OCC)C(F)(F)F (stereo not drawn)	10.8	-5.5	3.8	1.8	-1.0	-0.2	-17.4	0.7	3.9	-12.8	4.9
COc1ccc(OC)c(-c2nc(CN3CCCCC3c3cccnc3)c(C)o2)c1 (stereo not drawn)	-5.3	14.1	3.3	-1.2	12.1	8.2	-0.7	7.8	-25.9	-4.4	-20.8
CCCCSCCCNC(=O)Nc1cccc(OC)c1	-9.8	-29.9	7.0	-11.4	20.4	-2.7	4.2	23.0	-7.0	-20.6	9.3
C/C(=C1\SC(N2CCOCC2)=NC1=O)c1ccccc1	-7.7	-10.5	7.1	-1.9	-27.7	-11.1	6.9	0.0	0.6	-0.6	-24.5
O=C(c1csc2c1CCCC2)n1cccn1	-20.0	11.6	-4.7	?	1.9	-10.0	0.5	-7.1	-9.6	2.2	1.8
CC1C=Cc2ccccc2N1C(=O)c1ccccc1 (stereo not drawn)	-3.4	-0.7	2.7	·	-1.4	-10.4	1.4	-11.4	13.3	1.5	6.5
CCOC(=O)c1nn(-c2ccc(C)cc2)c(=O)cc1OCC(=O)Nc1ccc(OC)cc1	-29.5	8.0	2.8	-12.9	22.8	-2.7	-8.5	-6.9	-22.5	-1.3	-11.7
S=c1[nH]nc(-c2ccc(Cl)cc2)n1CC1CCCO1 (stereo not drawn)	-17.6	-12.1	-5.1	-2.2	31.7	-7.2	-0.8	14.2	-34.5	-1.9	4.3
NC1=NC2OC(CO)C(O)C2O1 (stereo not drawn)	-2.4	1.8	-8.3	-1.0	-11.0	-2.0	-21.4	0.1	-4.4	-10.0	-20.2
O=C(c1cccs1)N1CCC(c2nc3c(nnn3Cc3ccccc3)c(=O)[nH]2)CC1	-14.6	-12.5	-0.4	-1.7	18.7	-11.2	-9.7	-7.1	1.5	-3.7	14.0
COc1ccc(C(=O)NCCNc2ccc([N+](=O)[O-])cc2)cc1OC	7.8	8.4	-3.4	1.6	0.1	0.5	-2.6	-5.6	-15.6	-5.2	2.7
CCCc1cc(=O)[nH]c(SCC(=O)Nc2ccc3c(c2)CCC3)n1	3.8	11.3	-8.5	-8.1	13.1	-8.7	-11.8	8.2	-17.8	5.2	-4.2
C=CCNC(=S)N(CC)c1cccc2ccccc12	-21.0	-11.6	7.3	-3.7	-2.0	-8.5	-9.0	5.9	12.4	-7.3	2.1
CC1(C(=O)NS(=O)(=O)c2cccc(F)c2)CCN1C(=O)c1ccco1 (stereo not drawn)	-6.6	3.9	·	-5.2	12.4	·	14.3	-6.6	-15.6	-7.5	0.4
c1ccc(COc2ccc(-c3cc4nc(NCCCn5ccnc5)ccn4n3)cc2)cc1	20.7	-21.7	·	-0.6	-25.1	·	32.0	-26.6	-60.0	7.2	-31.6

(continued)
SMILES	TROY signal inh	NCOA1 inh	TLR9-MyD88 block	Vif imaging	SRC3 inh	EBV LMP1 NFkB	C8 TRAIL sens	COUP-TFII inh	NCOA2 inhibitor	NOD2-RIPK2 inh	NR5A2 inv ag
Cc1ccc(Oc2coc3cc(O)ccc3c2=O)cc1	-35.4	13.6	3.5	-9.9	-45.2	-13.9	18.4	-23.7	-49.1	-12.7	-44.5
CC1(c2ccc3ccccc3c2)NC(=O)N(CC(=O)Nc2cccc(S(=O)(=O)N3CCOCC3)c2)C1=O (stereo not drawn)	20.6	-0.2	3.7	5.4	3.1	4.5	-2.6	8.0	20.6	-11.8	16.9
COc1ccc(C2C(C(C)=O)=C(O)C(=O)N2CCCn2ccnc2)cc1 (stereo not drawn)	9.8	-16.3	2.8	16.8	17.5	4.7	-12.4	-15.1	4.3	-2.0	-9.1
Cn1cccc1CNC(=S)Nc1cc(F)cc(F)c1	-11.7	-6.1	-1.4	9.6	7.4	-2.1	-0.6	11.3	6.5	-4.5	-13.1
Cc1nn(-c2ccc([N+](=O)[O-])cc2)c(N)c1-c1ccccc1	-69.9	-89.8	1.5	-4.8	-60.4	-67.3	12.0	-65.2	-50.4	-9.8	-130.1
Nc1ccc(Sc2ccc([N+](=O)[O-])cc2)cc1	10.3	0.4	11.1	5.8	3.8	-5.4	-2.0	-5.9	-1.4	4.0	2.3
CC(=O)N1c2ccc(S(=O)(=O)N3CCC(C(=O)NC4CCCCC4)CC3)cc2CC1C (stereo not drawn)	10.9	3.5	-3.7	9.1	-4.4	1.8	4.2	-8.1	-8.8	1.5	-2.7
COC(=O)c1ccc(/C=N/NC(=O)CNc2cccc(C)c2)cc1	-31.6	-4.7	·	-7.5	5.8	3.8	28.9	5.7	7.8	5.3	19.9
c1ccc2c(c1)CCCN2c1nc(N2CCOCC2)nc(N2CCOCC2)n1	-8.5	10.9	9.3	-4.5	13.9	-5.6	-10.9	-7.1	8.7	-3.1	20.4
CCN(CC)S(=O)(=O)c1ccc(N2CCCC2)c(NC(=O)CC(C)(C)C)c1	0.6	6.7	6.8	12.5	1.6	-9.1	6.9	-0.9	-12.7	-1.0	1.5
CC(C)Cc1nnc(NC(=O)CCC(=O)Nc2ccc3cn[nH]c3c2)s1	2.4	-23.2	-13.4	-33.9	7.6	-6.6	-15.7	4.2	-37.3	-4.4	4.4
O=C1Nc2ccc(Br)cc2C1=Nc1cccnc1	-19.3	2.5	·	-3.3	4.3	·	-3.2	10.3	-5.5	-12.7	4.0
O=C(COC(=O)c1cc(-c2ccc(Cl)s2)nc2ccccc12)NCc1ccco1	-25.1	-16.1	-6.4	·	7.3	-17.7	-9.0	-3.0	-24.5	-4.4	-23.7
COc1cc(CC(NC(C)=O)C(=O)NC2CCN(C(=O)C3CC3)CC2)cc(OC)c1 (stereo not drawn)	55.0*	5.7	-0.4	-12.9	17.3	0.5	-7.7	-14.0	-0.7	1.2	-8.2
COC(=O)Nc1c(-c2ccccc2)nc2ccccn12	-16.7	-10.8	-0.6	3.8	6.7	-5.1	-10.6	9.9	7.8	-3.3	19.7
Cc1cccc[n+]1C1C(c2ccccc2)C(C#N)=C(C(=C=[N-])C#N)NC1(O)C1CC1 (stereo not drawn)	11.2	8.6	-6.8	-16.7	2.2	-0.7	-7.4	·	·	-6.5	3.9
O=C(NCC1CCCO1)c1onc(CSc2ccc(Cl)cc2)c1C(=O)O (stereo not drawn)	-9.7	-10.1	-6.7	-1.7	-11.9	2.4	1.9	0.9	-4.2	-6.5	-20.2
Cc1cccc(NC(=O)Cn2c(=O)oc3cc(S(=O)(=O)N4CCCC4)ccc32)n1	6.6	-11.2	-2.6	-0.7	-5.1	-1.5	-0.2	-8.1	-26.1	9.4	-2.5
COc1ccc(C(=O)NNC(=S)NC2CCCCC2)cc1OC	-7.5	-4.2	4.0	-0.6	5.4	-2.9	-7.1	3.5	2.3	2.3	-16.3
O=C(NCc1c(O)ccc2ccccc12)c1ccccc1	12.5	-5.7	-8.9	7.4	-9.3	3.8	-7.2	10.6	11.2	-7.3	6.7
COc1ccc(CCC(=O)OCC(=O)Nc2ccc(OC)c(OC)c2)cc1OC	-11.1	-2.2	-4.5	-4.0	3.0	-3.4	7.4	13.6	3.7	0.0	15.0
CC(C(=O)NCc1ccccc1)N1C(=O)CN(C)C(=O)c2ccccc21 (stereo not drawn)	8.3	-4.9	3.8	-4.3	-11.8	0.9	-3.0	-3.6	11.2	0.3	2.4
COc1ccc(NC(=O)CN(C)CC(=O)Nc2ccc3c(c2)CCC3)cc1	9.2	-11.4	-4.7	6.3	11.5	1.9	-0.9	-1.4	6.0	-0.2	10.1
CCN1C[C@@H]2[C@@H]3C(=O)N(C)C(=O)[C@@H]3[C@](Cc3ccccc3)(C1=O)N2C(=O)c1ccc(C)cc1	-13.3	-32.5	-5.2	-4.9	1.0	-8.9	2.3	11.1	14.6	-7.0	7.5
O=C(COC(=O)COc1cccc(C(F)(F)F)c1)NC1CCCC1	5.5	-16.1	-4.2	-20.4	-8.7	-0.7	-7.2	-18.7	16.8	-2.8	-8.1
COc1cccc(NC(=O)c2ccccc2N2C(=O)C3C4C=CC(C5CC45)C3C2=O)c1 (stereo not drawn)	-15.6	20.1	0.6	7.0	8.8	6.1	20.1	-14.6	21.7	-2.5	10.8
O=C(O)[C@H](Cc1ccccc1)NC(=O)N1CCCCCC1	-5.4	13.3	-1.0	-3.8	-0.1	·	-3.7	-0.5	-12.9	6.5	17.8
COc1ccc([C@H]2CC(=O)C=C(c3cc(OC)ccc3OC)C2)cc1	2.2	-6.6	0.9	-0.2	3.4	-9.6	14.8	9.9	-7.8	-3.0	5.8
Clc1ccc(-n2nnnc2-c2ccccc2)cc1	0.1	-0.7	-7.7	2.2	1.9	-3.5	0.5	5.7	8.6	0.2	-3.1
CS(=O)(=O)N(Cc1ccccc1)c1ccc(C(=O)NCCSCc2ccco2)cc1	-5.8	-9.1	4.8	2.0	2.4	10.1	-13.7	2.8	1.5	-7.4	25.9

Only part of the results is shown (hit frequency here may not be typical).
